# ALOX12 inh – inhibitors of human 12S-lipoxygenase ALOX12 | purified 12hLO, xylenol orange hydroperoxide absorbance | P18054 | 1.1% of 580,000 active | Potency, µM (highest dose often 108 µM), for the others: at the highest dose activity change, negative = inhibition, most hits filed as inhibitors; active = well fitted inhibition curve with a large enough effect; inconclusive = small, poorly fitted or top-dose-only effect, or another doubt; inactive = no such curve, though single readings can be large or run the other way
# Target sequence (P18054 whole entry, looked up): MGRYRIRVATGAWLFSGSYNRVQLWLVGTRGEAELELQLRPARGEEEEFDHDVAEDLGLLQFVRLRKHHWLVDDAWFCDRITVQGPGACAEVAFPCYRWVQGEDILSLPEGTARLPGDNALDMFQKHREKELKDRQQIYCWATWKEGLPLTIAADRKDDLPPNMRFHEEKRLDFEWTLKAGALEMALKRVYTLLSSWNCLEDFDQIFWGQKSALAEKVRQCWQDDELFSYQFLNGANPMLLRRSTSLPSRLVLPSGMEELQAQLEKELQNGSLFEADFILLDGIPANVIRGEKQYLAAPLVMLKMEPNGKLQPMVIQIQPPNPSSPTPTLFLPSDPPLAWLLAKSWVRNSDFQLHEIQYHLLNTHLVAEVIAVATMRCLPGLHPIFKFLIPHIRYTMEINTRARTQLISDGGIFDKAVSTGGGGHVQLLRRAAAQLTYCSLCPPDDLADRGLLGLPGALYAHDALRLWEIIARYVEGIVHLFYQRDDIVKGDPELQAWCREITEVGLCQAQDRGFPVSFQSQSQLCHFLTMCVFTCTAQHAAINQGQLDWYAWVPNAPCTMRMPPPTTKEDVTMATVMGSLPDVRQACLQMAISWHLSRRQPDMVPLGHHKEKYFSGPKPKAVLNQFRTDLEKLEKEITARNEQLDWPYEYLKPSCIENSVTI
#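 Hydroperoxide product was detected by ferrous iron/xylenol orange as the 573 to 405 nm absorbance ratio. Arachidonic acid at 40 uM (final) was turned over for 30 min at room temperature by 150 nM human 12hLO, pH 7.0 Hepes buffer, after 15 min compound preincubation.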
# The depositor's hits bear a star; u = inconclusive; [ ] = dose if it differs, or a comment. % is set by controls: 0 for no effect and ±100 for the full control effect; potency is the fitted concentration of half-maximal effect. A portion of the library; rates above refer to the full screens.
# Preview (seven entries):
Structure	ALOX12 inh
O=C(c1ccncc1)N1CCC2(CC1)CN(C(c1ccccc1)c1ccccc1)C2	-2%[57.4 µM]
CCn1c2ccccc2c2cc(C(=O)N3C[C@@H](Oc4ccccc4)C[C@@H]3C(=O)NC)ccc21	5%
CC(=O)NNC(=S)Nc1ccc(Br)cc1Cl	10%
O=Cc1ccccc1-c1ccc(F)cc1F	14%[12.5 µM]
O=S(=O)(c1ccc(Cl)s1)N1CCOc2ccc(COCc3ccccc3)cc2C1	-3%
COCCCNC(=O)C1CCCN(Cc2ccncc2)CCC(=O)NCC1 (stereo unspecified)	109%[activator]
COCCN1CCC(C(=O)N2Cc3cnc(CC(C)C)nc3C2)CC1	-4%

# This part in full, previewed entries included:
Structure	ALOX12 inh
O=C(c1ccncc1)N1CCC2(CC1)CN(C(c1ccccc1)c1ccccc1)C2	-2%[57.4 µM]
CCn1c2ccccc2c2cc(C(=O)N3C[C@@H](Oc4ccccc4)C[C@@H]3C(=O)NC)ccc21	5%
CC(=O)NNC(=S)Nc1ccc(Br)cc1Cl	10%
O=Cc1ccccc1-c1ccc(F)cc1F	14%[12.5 µM]
O=S(=O)(c1ccc(Cl)s1)N1CCOc2ccc(COCc3ccccc3)cc2C1	-3%
COCCCNC(=O)C1CCCN(Cc2ccncc2)CCC(=O)NCC1 (stereo unspecified)	109%[activator]
COCCN1CCC(C(=O)N2Cc3cnc(CC(C)C)nc3C2)CC1	-4%
COc1cccc(CN2C[C@@H]3C(C(=O)Nc4cncc(OC)c4)=NO[C@@H]3C2)c1	-2%[176 µM]
O=C(c1ccc(F)c(F)c1)N1CCC[C@H]1c1nc(-c2ccccc2Cl)no1	45%
CCCCN1C(=O)NC(c2ccccc2OC)C2=C1COC2=O (stereo unspecified)	-14%
Cc1ccc(Cl)cc1NC(=O)COc1ncnc2ccccc12	u
Cc1ccc(CC(=O)NCc2nnc3cc(-c4nc(C5CC5)no4)ccn23)cc1	12%
Cc1noc(-c2cn(C3CCN(C(=O)Cc4ccc(Br)cc4)CC3)nn2)n1	13%
CC(C)c1ccc(C(=O)NC(=S)NCCCO)cc1	u
O=c1c(-c2ccco2)nc2ccccc2n1C(c1ccccn1)c1nc2ccccc2[nH]1 (stereo unspecified)	u
COC(=O)c1[nH]c2ccc(F)cc2c1NC(=O)c1ccccc1F	u
CCc1nc(C)sc1-c1nc2c([nH]1)CC(C)(C)CNC2=O	4%
O=C(Nc1c(NC2CCCC2)c2ccccc2oc1=O)NC1CCCCC1	-1%
Cc1ccc2nccc(C(=O)N3CCn4nc(C(=O)N5CCCC5)cc4C3)c2c1	16%
COc1ccc(NC(=O)C(C)Nc2ccc3oc(C)nc3c2)cc1 (stereo unspecified)	u
Cc1ccc(Br)c(SCC(=O)O)c1	-13%
O=C(Nc1ccc(F)cc1)N1C[C@@H]2OCC(=O)N(Cc3ccc(OC(F)(F)F)cc3)[C@@H]2C1	1%
C[C@H]1[C@@H]2[C@@H](O)C([C@H](C)C(=O)NC3CCCCC3)CC[C@@]2(C)CC[C@@H]1NC(=O)c1cncnc1 (stereo partly specified)	21%
COc1cc(/C=N/O)c(Br)cc1O	u
COc1cc(/C=C/C(=O)c2ccc(C(=O)O)s2)cc(OC)c1O	u
CN(CC(=O)O)c1ncc(CN2CCn3nc(C(O)CO)cc3C2)cn1 (stereo unspecified)	83%[activator]
COc1ccc2c(c1)OCC(CNC(=O)c1ccc(-c3nnn(C)n3)cc1)C2 (stereo unspecified)	17%
CC(C)Cc1nc(N2CCN(CC(=O)N3CCCCC3)CC2)c(C#N)c2c1CCC2	3%
CCc1ccc(CNC2CC2)cc1	-11%
O=C(c1cc2n(n1)CC(c1ccc3c(c1)OCO3)OC2)N1CCCC1 (stereo unspecified)	-13%
COCCN1CCCCC(CC(=O)Nc2cc(OC)cc(OC)c2)C1=O (stereo unspecified)	28%
Cc1ccc(S(=O)(=O)N2CCCN(C(=O)C3CC3)c3ccccc32)cc1F	38%
O=C(O)c1ccc(CN2CC[C@H](c3nnc(-c4cccnc4)o3)C2)cc1	74%[activator][176 µM]
COc1ccc(CC(=O)N2CNC(=O)C23CCN(C(=O)C2CCN(C)CC2)CC3)cc1	13%[6.33 µM]
CCNC(=O)CN1c2ccc(Br)cc2-c2ccccc2S1(=O)=O	32%
COc1ccc(CC(=O)N2CCN(c3cc(-c4ccccc4)[nH]n3)CC2)cc1	-8%
O=C1CC(C(=O)N2CCN(S(=O)(=O)c3c(Cl)cccc3Cl)CC2)c2ccccc2N1 (stereo unspecified)	u
COCC(=O)N1CCCn2ccnc2C1C(C)C (stereo unspecified)	39%[activator]
COc1ccc(NC(=O)C2(C)CCc3cnc(NCc4ccccc4)nc32)cn1 (stereo unspecified)	2%[176 µM]
COCc1nn(CC(=O)N2CCc3sccc3C2)c(=O)n1-c1ccccc1	u
O=c1oc(=S)oc2c1[C@H](c1ccc(Cl)cc1)O[C@H](C1CC1)C2	2%
COc1ccc(C(=O)N2CCCC(c3nc(-c4cccnc4)no3)CCNC(=O)CC2)cn1 (stereo unspecified)	60%[activator]
O=C(NCCC(=O)N1CCN(c2ncccn2)CC1)c1ccc(Cl)cc1	-2%
CS(=O)(=O)N1CCCC1c1noc(CCC(=O)NC2CCCCCC2)n1 (stereo unspecified)	23%
Cc1cc(C(=O)COC(=O)c2ccco2)c(C)n1Cc1ccccc1	-24%
COCCN1C(=O)COc2ccccc2C1C(=O)Nc1ccc2c(c1)OCCO2 (stereo unspecified)	-30%
CC(C)Cn1c(COc2ccccc2Cl)n[nH]c1=S	u
O=C(CSc1nnc(-c2ccccc2)c(-c2ccccc2)n1)NC(=O)NCc1ccccc1	-6%
CC(NC(=O)c1ccc2c(c1)OCC(=O)N2)c1cccs1 (stereo unspecified)	8%
Cn1nccc1CN1CCn2c(nnc2-c2cccnc2)C1	19%[176 µM]
O=C(c1ccc(C(F)(F)F)cc1)N1CCCN(c2nc3ncccc3o2)CC1	17%
Cc1ccc2c(c1)C(=O)C(=O)N2CCOc1ccccc1C	u
CCNC(=O)C(C)Sc1nnc(-c2cccs2)n1C1CC1 (stereo unspecified)	-8%
CC(C)C(=O)Nc1ccc(NC(=O)CCCC(=O)O)cc1	1%
O=C(Cc1cccc(F)c1)N1CCCC(Cc2nncn2-c2ccccc2)C1 (stereo unspecified)	34%[activator]
CCOC(=O)C12CCC(C(=O)O)(CC1)CC2	u
O=C(O)c1ccc(NC2=CC(c3ccccc3)N(c3ccc(C(=O)O)cc3)C2=O)cc1 (stereo unspecified)	u
COCCN1CCC(N2CCN(S(=O)(=O)Cc3ccc(F)cc3Cl)CC2)C1=O (stereo unspecified)	53%
O=C(CCl)NCC12CC3CC(CC(C3)C1)C2	u
CN(C)CCCNC(=O)c1cn2ccnc(-c3ccc(F)cc3)c2n1	101%[activator]

# In a second layout: 3 of the compounds above
> CC(C)C(=O)Nc1ccc(NC(=O)CCCC(=O)O)cc1
- ALOX12 inh: 1%
> O=C(Cc1cccc(F)c1)N1CCCC(Cc2nncn2-c2ccccc2)C1 (stereo unspecified)
- ALOX12 inh: 34%[activator]
> CCOC(=O)C12CCC(C(=O)O)(CC1)CC2
- ALOX12 inh: u

# Next part
Structure	ALOX12 inh
CCOc1cccc2cc(C(=O)N3CCN(c4ccccc4C)CC3)c(=O)oc12	5%
O=C(Nc1cnc(-c2cccnc2)nc1)C1CCCC1	49%[activator]
CC(C)c1noc(-c2cccn3c(CNC(=O)C4CCCCC4)nnc23)n1	6%
O=C(c1ccc2cc[nH]c2c1)N1CCN(C(=O)c2nnn3c2COC(c2ccc(Cl)cc2)C3)CC1 (stereo unspecified)	8%
CCOc1ccc(CN2CCCC2c2cccc(C)c2)cc1 (stereo unspecified)	u
CC1(C(=O)NCc2ccccc2)CN(S(C)(=O)=O)CC(=O)N1CCc1ccc(O)cc1 (stereo unspecified)	0%
CCCCCOc1ccc(OC(=O)c2ccc(-c3ccc(CCC)cn3)cc2)cc1	-25%
O=C(NC1CCN(c2cc(-c3cccs3)[nH]n2)C1)c1cc(Cl)ccc1F (stereo unspecified)	8%
O=C1CC2CCN(C(=O)C3CCCCC3)CC2CCN1 (stereo unspecified)	11%[12.5 µM]
Cc1nn(C)c(C)c1S(=O)(=O)NC1CCc2nnc(C3CC3)n2CC1 (stereo unspecified)	2%
O=C1NCCOCCCN(S(=O)(=O)c2cccs2)[C@H]2CCCC[C@@H]12	37%[activator]
CCc1cc(=O)n(CC(=O)Nc2ccc(F)cc2)c(-c2ccccc2)n1	-27%
CC(=O)NC1(C)CCCN(Cc2ccc(Oc3ccccc3)cc2)C1 (stereo unspecified)	5%[176 µM]
Cc1ccc(NC(=O)N2CCCC(Cn3cnc4cccnc43)C2)cc1 (stereo unspecified)	12%
COCC1CN(C)CC12CCN(Cc1ccc(Br)o1)CC2 (stereo unspecified)	68%[activator]
Cc1cc(C(=O)NCC2Cn3cccc3CN2C)nn1C (stereo unspecified)	88%[activator]
COc1cc(NC(=O)CN2C(=O)NC3(CCCCC3)C2=O)cc(OC)c1	-4%
CC(C)NC(=O)CSCc1coc(-c2ccc(Cl)cc2)n1	-1%
CCC(CC)NC(=O)C(C)c1ccc2cc(OC)ccc2c1 (stereo unspecified)	-18%
CC(C)Cc1cc(CNC(=O)C(c2ccccc2F)N(C)C)on1 (stereo unspecified)	-24%
Cc1cccc(NC(=O)Cn2cccc2-c2nc(-c3ccc(F)cc3)no2)c1C	10%
CC(C)S(=O)(=O)N1CCC2(CC1)CC(N(C)Cc1ccccc1)CCO2 (stereo unspecified)	0%
CCN(CC)C(=O)c1ccc2oc(CN3CCN(C(=O)Nc4cccc(F)c4)CC3)nc2c1	10%
CC1=C[C@@H](CC#N)[C@H](C(C)C)C[C@H]1CC(=O)N1CCN(C)CC1	-26%[176 µM]
O=C(NC1CC(c2nnc(CO)n2C2CC2)C1)c1scc2c1OCCO2 (stereo unspecified)	81%[activator]
Cc1noc(C)c1[S+](=O)([O-])N1CCC2(C1)N=C(c1cccnc1)C(=O)N2 (stereo unspecified)	20%
COc1ccc(C(C)=O)cc1-c1ccccc1	21%
N#Cc1ccc(CN2CCC[C@H]2c2nc(-c3ccnc(N4CCOCC4)c3)no2)cc1	2%[176 µM]
CCC(CC)C(=O)N1CCN(C(=O)c2ccccc2C(=O)c2ccc(F)cc2)CC1	47%[activator]
CCn1cnnc1CC1CCCN(C(=O)Nc2ccc(C(=O)OC)cc2)C1 (stereo unspecified)	4%
N#Cc1ccc(CNc2ccccc2C(N)=O)cc1	-1%
Cc1noc(C)c1-c1cncnc1-n1ccnc1	u
O=C(c1ccccn1)N1CCCC2(COc3ccccc3[S+](=O)([O-])N2)C1 (stereo unspecified)	2%[6.33 µM]
CCOc1ccc(CNC(=O)CC(C)S(=O)(=O)c2ccc3c(c2)NC(=O)CO3)cc1OC (stereo unspecified)	23%
COc1ccc(-c2cc(C[C@H]3CNCC[C@H]3CC(=O)NC(C)(C)C)no2)cc1	14%[176 µM]
COCCNC(=O)c1cc2cc(S(=O)(=O)N3CCCCC3)ccc2n1C	6%
CCC(=O)NC1(C(F)(F)F)N=C(c2ccccc2)N(CCCc2ccccc2)C1=O (stereo unspecified)	23%
Cn1c(=O)oc2cc(NC(=O)Nc3ccc(F)c(Cl)c3)ccc21	u
COC[C@@H]1[C@H](NC(=O)c2ccc(OCCNC(C)=O)cc2)[C@@H]2CCO[C@H]12	49%[activator]
CN(Cc1cccnc1)c1nc2c(c(=O)[nH]1)CCN(Cc1ccccc1Cl)CC2	57%[activator]
COc1cc(CNC(=O)Cc2ccc(Cl)cc2)ccn1	u
CC(C)CC(=O)[C@@H](O)Cc1ccc(O)cc1	2%
CC(C)(CC(=O)O)CC(=O)N1Cc2[nH]cnc2C[C@H]1c1nc(-c2ccc3c(c2)OCO3)no1	14%
O=c1oc(-c2ccccc2)cc2ccccc12	14%
O=C(c1ccco1)N1CCC(c2noc(CO)n2)C1 (stereo unspecified)	24%
COc1ccccc1CN[C@H]1[C@H](O)[C@@H](N2CCN(c3ccccc3OC)CC2)[C@@H]2OC[C@H]1O2	13%
Cc1c(/C=C(\C#N)c2ccc(Cl)cc2)c2ccccc2n1C	9%
CC(=O)Nc1ccc(-c2nnc3n2CCCC3)cc1	u
Cc1cnc(C)c(N2CCC(C(=O)O)(n3ccc(-c4ccco4)n3)CC2)n1	u
CC(=O)N1CCN(c2cccc(C=O)c2)C(=O)C1	-10%[12.5 µM]
Cc1occc1-c1nnc(SC(C)C(=O)NCc2cccs2)o1 (stereo unspecified)	-32%
CCC(C)C1=NS(=O)(=O)c2cc(NC(=O)c3ccco3)ccc2N1c1ccccc1 (stereo unspecified)	-4%
COc1ccc(Br)cc1/C=N/O	3%
Cc1nc2ccccc2n(CC(=O)NCCN2CCN(c3cccc(Cl)c3)CC2)c1=O	23%
CC1CCCCN1c1nc2nnnn2c2sc3c(c12)CCN(Cc1ccccc1)C3 (stereo unspecified)	-24%
CC(C)CNC(=O)N1CC(c2noc(C3CCCN3CC3CC3)n2)C1 (stereo unspecified)	-4%
CCN1CCN(C(=O)C2CC(C)=C(C)CC2C(=O)O)CC1 (stereo unspecified)	5%
Cc1ccccc1NC(=S)N/N=C/c1ccccc1[N+](=O)[O-]	u
CS(=O)(=O)c1cccc(NC(=O)CSc2nc(C3CC3)n(-c3ccccc3)n2)c1	-11%

# Compound activity deposited in PubChem BioAssay by National Center for Advancing Translational Sciences (NCATS).
